Bioassay records from PubChem.
RXFP1 ag: qHTS Assay for Agonists of the Relaxin Receptor RXFP1 | Relaxin receptor 1 (Homo sapiens), Q9HBX9 | HEK293T-RXFP1 cAMP TR-FRET, 30 min; response scale: percent of porcine relaxin response, buffer zero | Potency, µM (series often up to 57.5 µM), without a hit: top-dose activation, actives largely listed as activators | 370,000 tested, 0.3% active | AID 2676, 2010; further: on the % scale 0 is the no-effect control and ±100 the full control effect; nearly all actives have a fitted effect of over 60% in size; many of its hits are not listed in these tables
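HEK293T cells stably expressing RXFP1 were pretreated with the PDE4 inhibitor Ro 20174, exposed to compounds for 30 min at 37C, lysed, and cAMP was read by TR-FRET. Data normalized to buffer (basal) and 29 nM porcine relaxin (100%).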
TrxR1 substrate: qHTS Assay for Substrates of Mammalian Selenoprotein Thioredoxin Reductase 1 (TrxR1): qHTS | Thioredoxin reductase 1, cytoplasmic (Rattus norvegicus), O89049 | purified TrxR1 substrate turnover, NADPH consumption readout | Potency, µM (highest dose often 114 µM), inactives show top-dose activity change, negative = substrate turnover | 390,000 tested, 0.01% active | AID 588456, 2011; further: on the % scale 0 is the no-effect control and ±100 the full control effect; nearly all actives have a fitted effect of over 50% in size
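Rat TrxR1, dispensed at 90 nM, was prereduced with 400 uM NADPH (final) for 5 min at ~22 deg C, then incubated with compound 15 min before 400 uM selenite. A first-read NADPH fluorescence drop versus no-compound background flagged substrates.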
Vif-APOBEC3F blk: qHTS for Inhibitors of Vif-A3F Interactions: qHTS | 390,000 tested, 0.2% active | AID 602313, 2012 | HeLa A3F-eYFP + Vif (tagged APOBEC3F with the HIV-1 protein that degrades it), YFP fluorescence increase | Potency, µM (doses to about 46.1 µM), for inactives: top-dose activity, negative = active; further: % of control where 0% means no effect; nearly all actives have a fitted effect of over 65% in size
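Fluorescence increase (Ex 488/Em 500-530) after overnight compound treatment at 37 deg C flags inhibition of Vif-driven A3F-eYFP loss in stable HeLa A3F-eYFP/Vif cells seeded overnight beforehand.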
Vif-A3G inh: qHTS for Inhibitors of Vif-A3G Interactions: qHTS. DNA dC->dU-editing enzyme APOBEC-3G (Homo sapiens), Q9HC16. Potency, µM (top dose mostly 46.1 µM), for the others: at the highest dose activity, negative = active, hits mostly inhibitors. HeLa A3G-eYFP + Vif (tagged APOBEC3G with the HIV-1 protein that degrades it), YFP fluorescence, overnight. 410,000 tested, 0.076% active. AID 602310, 2012;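 further: on the % scale 0 is the no-effect control and ±100 the full control effect; nearly all actives have a fitted effect of over 60% in size; hits raise eYFP signal because A3G escapes Vif-driven loss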
Target sequence (Q9HC16 whole entry, looked up): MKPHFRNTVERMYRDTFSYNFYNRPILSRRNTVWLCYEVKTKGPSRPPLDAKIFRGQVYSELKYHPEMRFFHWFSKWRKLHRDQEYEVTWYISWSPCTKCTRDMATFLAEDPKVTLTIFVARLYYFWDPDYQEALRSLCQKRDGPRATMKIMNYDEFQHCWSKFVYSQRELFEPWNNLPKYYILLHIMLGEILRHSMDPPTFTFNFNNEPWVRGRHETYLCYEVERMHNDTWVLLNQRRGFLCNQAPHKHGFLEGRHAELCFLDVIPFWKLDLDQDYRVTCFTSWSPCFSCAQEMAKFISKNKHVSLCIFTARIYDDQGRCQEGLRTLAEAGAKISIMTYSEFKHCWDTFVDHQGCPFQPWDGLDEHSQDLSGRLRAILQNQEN
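Read-out is eYFP fluorescence (Ex 488/Em 500-530) from Vif-expressing HeLa A3G-eYFP cells; more signal means A3G escaped Vif-mediated degradation. Cells plated overnight, compound pinned in, incubated overnight at 37 deg C.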
RGS4 inhibitor: Inhibitors of Regulator of G Protein Signaling (RGS) 4: qHTS | Regulator of G-protein signaling 4 (Homo sapiens), P49798 | Transcreener GDP fluorescence polarization, RGS4-accelerated GTP hydrolysis | Potency, µM (highest dose often 114 µM), for inactives: top-dose activity change, negative = inhibition, hits mostly inhibitors | 390,000 tested, 0.039% active; further: on the % scale 0 is the no-effect control and ±100 the full control effect; nearly all actives have a fitted effect of over 75% in size; some results filed as inactive show a strong effect at the top dose
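MLSMR compounds (23 nl, pin-transferred) preincubated 10 min at room temperature with a 500nM (2x) first reagent, then RGS4 at 900nM (2x) plus Transcreener GDP mix added; fluorescence polarization (620/688 nm) read before and after 90 min at 30 °C.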
IDH1 R132H inh: qHTS for Inhibitors of mutant isocitrate dehydrogenase 1 (IDH1): qHTS | Isocitrate dehydrogenase [NADP] cytoplasmic (Homo sapiens), O75874 | IDH1-R132H enzyme, NADPH consumption, diaphorase/resazurin fluorescence | Potency, µM (doses to about 76.6 µM), for inactives: at the top dose activity change, negative = inhibition, most hits filed as inhibitors | 390,000 tested, 0.093% active; further: on the % scale 0 is the no-effect control and ±100 the full control effect; nearly all actives have a fitted effect of over 65% in size
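IDH1-R132H (0.5 ug/mL dispensed) in pH 7.5 Tris buffer was preincubated 30 min with compound, then given a substrate mix of 0.016 mM NADPH and 2 mM alpha-KG for 80 min at room temperature; remaining NADPH was read by diaphorase/resazurin fluorescence.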
rTrxR1 inhibitor: qHTS Assay for Inhibitors of Mammalian Selenoprotein Thioredoxin Reductase 1 (TrxR1): qHTS | Thioredoxin reductase 1, cytoplasmic (Rattus norvegicus), O89049 | recombinant rTrxR1, NADPH fluorescence consumption, selenite substrate | Potency, µM (series often up to 114 µM), inactives show top-dose activity change, negative = inhibition, hits mostly inhibitors | 390,000 tested, 1% active | AID 588453, 2011; further: on the % scale 0 is the no-effect control and ±100 the full control effect; nearly all actives have a fitted effect of over 65% in size
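Rat TrxR1 (90 nM in the dispensed reagent) was pre-reduced with 400 uM NADPH for 5 min at room temperature, then incubated with compound for 15 min. After 400 uM selenite was added, NADPH fluorescence (Ex 340/Em 450 nm) was followed for 8 min.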
ALOX12 inh: Primary qHTS assay for inhibitors of human arachidonate 12S-lipoxygenase (ALOX12): Round 2 | Potency, µM (titrated, usually from 108 µM), inactives show at the highest dose activity change, negative = inhibition, usual class: inhibitors | Polyunsaturated fatty acid lipoxygenase ALOX12 (Homo sapiens), P18054 | purified 12hLO, xylenol orange hydroperoxide absorbance | 580,000 tested, 1.1% active; further: on the % scale 0 is the no-effect control and ±100 the full control effect
Target sequence (P18054 whole entry, looked up): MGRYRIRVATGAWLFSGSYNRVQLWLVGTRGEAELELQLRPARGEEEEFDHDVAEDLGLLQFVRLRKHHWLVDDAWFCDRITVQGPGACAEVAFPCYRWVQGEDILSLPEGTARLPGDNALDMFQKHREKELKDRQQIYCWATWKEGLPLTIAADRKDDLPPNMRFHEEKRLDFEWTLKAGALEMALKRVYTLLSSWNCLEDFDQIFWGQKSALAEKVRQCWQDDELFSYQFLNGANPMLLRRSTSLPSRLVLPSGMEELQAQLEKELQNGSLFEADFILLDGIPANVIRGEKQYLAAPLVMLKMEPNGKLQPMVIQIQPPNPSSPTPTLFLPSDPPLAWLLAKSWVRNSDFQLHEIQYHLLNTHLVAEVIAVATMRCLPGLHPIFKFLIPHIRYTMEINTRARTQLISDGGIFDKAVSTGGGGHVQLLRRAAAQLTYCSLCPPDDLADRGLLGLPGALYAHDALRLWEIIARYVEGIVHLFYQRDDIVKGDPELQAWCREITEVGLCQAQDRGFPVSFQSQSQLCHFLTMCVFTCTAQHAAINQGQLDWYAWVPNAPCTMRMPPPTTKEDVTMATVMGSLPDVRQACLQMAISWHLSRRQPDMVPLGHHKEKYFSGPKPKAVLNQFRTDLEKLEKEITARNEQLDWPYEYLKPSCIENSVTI
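Purified human 12hLO at 150 nM in 25 mM Hepes, 0.01% Triton X-100, pH 7.0, preincubated 15 min at room temperature with compound. Reaction started with 40 uM arachidonic acid, 30 min at room temperature. Hydroperoxide measured by Fe-xylenol orange, 573/405 nm absorbance ratio.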
USP1 inh: Inhibitors of USP1/UAF1: Primary Screen | 390,000 tested, 0.23% active | AID 743255, 2014 | recombinant USP1/UAF1, Ub-Rhodamine cleavage fluorescence | Potency, µM (top dose mostly 57.1 µM), for inactives: at the top dose activity change, negative = inhibition, usual class: inhibitors; further: on the % scale 0 is the no-effect control and ±100 the full control effect; nearly all actives have a fitted effect of over 60% in size; inactives centre near -12
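1 nM enzyme complex + cpd, 15 min RT; start with Ub-Rho 150nM final; kinetic fluorescence ex 480/em 540, 6 reads q60 s. Buffer 50mM HEPES pH 7.8, 0.5mM EDTA, 0.1 mg/ml BSA, 1mM TCEP, 0.01% Tween-20.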
* hit, by the source's call; ? = inconclusive; · = not tested or not shown; [ ] = another dose, or the depositor's remark. The call rests on the fitted dose curve; in most records, active means well fitted curve in the direction sought with a large enough effect; inconclusive means small, poorly fitted or top-dose-only effect, or another doubt; inactive means no such curve, though single readings can be large; an effect the other way counts as inactive or inconclusive. Potency means the concentration at half of the fitted maximal effect. An excerpt, so the mix of outcomes need not match the whole.

[1] COCCN(C(=O)COC(=O)C1CCC(C(C)(C)C)CC1)c1c(N)n(Cc2ccccc2)c(=O)[nH]c1=O (stereo not given)
[2] CCc1nnc(NC(=O)CCC(=O)Nc2ccc(Cl)cc2)s1
[3] COCC(C)n1c(C)cc(C(=O)CSc2nnnn2C2CCCC2)c1C (stereo not given)
[4] O=c1cc(N2CCc3ccccc32)[nH]c(=O)n1-c1ccc(Cl)cc1
[5] COc1ccccc1N1CCN(C(=O)c2ccc(N3CCCCS3(=O)=O)cc2)CC1
[6] COc1ccc(NC(=O)COc2ccc(C(=O)NC3CCCc4ccccc43)cc2OC)cc1 (stereo not given)
[7] CCCc1cc(NCCCN(C)C)n2c(nc3ccccc32)c1C#N
[8] CCCCn1c(N)c(N(CCC(C)C)C(=O)COC(=O)c2ccccc2)c(=O)[nH]c1=O
Screen / compound no.	1	2	3	4	5	6	7	8
RXFP1 ag	1.0%	-0.2%	2.2%	1.5%	1.7%	-0.8%	27%	-5.6%
TrxR1 substrate	1%	3%	-2%	-6%	-2%	1%	88%[activator][57.1 µM]	9%[57.1 µM]
Vif-APOBEC3F blk	5%	8%	7%	-10%	3%	4%	1%	-6%
Vif-A3G inh	3%	0%	2%	-6%	1%	-2%	0%	-7%
RGS4 inhibitor	-8%	5%	-20%	5%	18%[11.4 µM]	13%	-9%	3%
IDH1 R132H inh	0%	-8%	6%	-4%	-3%	10%	-2%	1%
rTrxR1 inhibitor	4%	16%	-2%	-3%	7%	6%	38%	25%[57.1 µM]
ALOX12 inh	?	-2%	?	-13%	42%[activator]	-11%	?	-6%
USP1 inh	-8%	-13%	-20%	-24%	-24%	-22%	-26%	-5%

[9] O=C(O)c1nn(CCOc2c(Cl)cccc2Cl)c(=O)c2ccccc12
[10] CCCn1c(N/N=C\C=C\c2ccccc2)nc2c1c(=O)[nH]c(=O)n2C
[11] Cc1ccc([N+](=O)[O-])cc1NC(=O)c1ccoc1C
[12] CCC(=O)N1CCc2cc(S(=O)(=O)NCCC(=O)Nc3cccc(C)c3C)ccc21
[13] COC(=O)N/C(C)=C1/NC(=O)c2ccccc2C(c2ccccc2)N1 (stereo not given)
[14] CCCCCc1nc(-c2nonc2N)no1
[15] O=C1CCCC2=C1C(c1cn(-c3ccccc3)nc1-c1cccs1)c1c([nH]c(=O)[nH]c1=O)N2 (stereo not given)
[16] CCOC(=O)C1(CCOc2ccccc2)CCN(CCCn2cccn2)CC1
Screen / compound no.	9	10	11	12	13	14	15	16
RXFP1 ag	-0.2%	0.6%	-1.8%	2.4%	0.1%	2.8%	1.0%	1.6%
TrxR1 substrate	3%[57.1 µM]	-15%	-1%	-3%	-6%	-12%	7%	1%
Vif-APOBEC3F blk	14%	-9%	-13%	1%	0%	·	-1%	0%
Vif-A3G inh	-2%	-16%	-2%	1%	0%	-1%	-2%	-3%
RGS4 inhibitor	4%	-41%	-51%	5%	10%	17%	9%	0%
IDH1 R132H inh	8%	0%	-2%	0%	3%	1%	-7%	2%
rTrxR1 inhibitor	?	-12%	-8%	-3%	-13%	-11%	?	13%
ALOX12 inh	-19%	-15%	-16%	-1%	13%	-3%	?	-14%
USP1 inh	-13%	-14%	1%	-3%	-3%	-7%	-9%	-15%

Nos. 8 to 13 from above:
[8] CCCCn1c(N)c(N(CCC(C)C)C(=O)COC(=O)c2ccccc2)c(=O)[nH]c1=O
[9] O=C(O)c1nn(CCOc2c(Cl)cccc2Cl)c(=O)c2ccccc12
[10] CCCn1c(N/N=C\C=C\c2ccccc2)nc2c1c(=O)[nH]c(=O)n2C
[11] Cc1ccc([N+](=O)[O-])cc1NC(=O)c1ccoc1C
[12] CCC(=O)N1CCc2cc(S(=O)(=O)NCCC(=O)Nc3cccc(C)c3C)ccc21
[13] COC(=O)N/C(C)=C1/NC(=O)c2ccccc2C(c2ccccc2)N1 (stereo not given)
Screen / compound no.	8	9	10	11	12	13
RXFP1 ag	-5.6%	-0.2%	0.6%	-1.8%	2.4%	0.1%
TrxR1 substrate	9%[57.1 µM]	3%[57.1 µM]	-15%	-1%	-3%	-6%
Vif-APOBEC3F blk	-6%	14%	-9%	-13%	1%	0%
Vif-A3G inh	-7%	-2%	-16%	-2%	1%	0%
RGS4 inhibitor	3%	4%	-41%	-51%	5%	10%
IDH1 R132H inh	1%	8%	0%	-2%	0%	3%
rTrxR1 inhibitor	25%[57.1 µM]	?	-12%	-8%	-3%	-13%
ALOX12 inh	-6%	-19%	-15%	-16%	-1%	13%
USP1 inh	-5%	-13%	-14%	1%	-3%	-3%

Carrying on:
[17] CCCCCCC1CCC(c2nc(-c3ccncc3)no2)CC1 (stereo not given)
[18] O=C(CCSc1ccc(Cl)cc1)NN=C1CCCCCC1
[19] Cc1ccccc1NC(=O)CSCc1cc(=O)n2ccsc2n1
[20] Cc1cccc(NC(=O)CSCC(=O)Nc2cc(C(F)(F)F)ccc2N2CCOCC2)c1
[21] Cc1ccc(S(=O)(=O)N2CC[C@@H]2C(=O)O)cc1
[22] CCN(CC)S(=O)(=O)c1ccc(N2CCOCC2)c(NC(=O)COc2ccccc2C)c1
[23] Cc1nc(-c2ccc(S(=O)(=O)Oc3ccc(Cl)cc3Cl)s2)cs1
[24] Cc1ccc(C)c(OCCC(=O)N2CCN(S(=O)(=O)c3cc(C)ccc3C)CC2)c1
Screen / compound no.	17	18	19	20	21	22	23	24
RXFP1 ag	1.1%	-0.6%	5.4%	·	·	1.4%	-1.4%	0.6%
TrxR1 substrate	-2%	7%[57.1 µM]	-4%	·	1%[57.1 µM]	0%	6%[57.1 µM]	-4%
Vif-APOBEC3F blk	0%	-2%	2%	-6%	17%	2%	-4%	4%
Vif-A3G inh	1%	2%	-2%	-24%	1%	0%	-24%	0%
RGS4 inhibitor	6%	9%	5%	·	9%	23%	-3%	-32%
IDH1 R132H inh	1%	11%	2%	2%	10%	-6%	0%	1%
rTrxR1 inhibitor	-7%	16%[57.1 µM]	19%	·	8%[57.1 µM]	25%	-7%	1%
ALOX12 inh	-19%	-1%	14%	-9%	74%[activator]	0%	444%[activator]	?
USP1 inh	-21%	-2%	-17%	?	-26%	-20%	-13%	-21%

[25] COc1ccc(S(=O)(=O)N2CCN(C(=O)C3CCCO3)CC2)cc1 (stereo not given)
[26] Cc1c(C(=O)c2no[n+]([O-])c2C(=O)c2cnn(C)c2C)cnn1C
[27] CC(C)Oc1ccc(C(=O)NCCc2csc(-c3cccc(F)c3)n2)cc1
[28] O=C(C1CCN(S(=O)(=O)c2ccc3c(c2)OCCO3)CC1)N1CCc2ccccc21
[29] CC(=O)N1c2c(cc(Br)cc2S(=O)(=O)N2CCN(C(=O)c3ccco3)CC2)CC1C (stereo not given)
[30] COc1ccc(CNC(=O)C2CCC(CNS(=O)(=O)c3ccc4c(c3)CCCC(=O)N4)CC2)cc1 (stereo not given)
[31] COc1ccc(C(=O)NCC(=O)Nc2ccccc2)cc1OC
[32] O=C(NNC(=S)Nc1ccccc1)NNC(=S)Nc1ccccc1
[33] CC(=O)c1ccc(C(=O)NC2CCCN(Cc3ccccc3F)C2)s1 (stereo not given)
Screen / compound no.	25	26	27	28	29	30	31	32	33
RXFP1 ag	0.0%	3.8%	0.3%	-0.8%	2.0%	1.0%	-0.8%	3.4%	-0.4%
TrxR1 substrate	-9%	-5%	-13%[57.1 µM]	9%	-4%	1%[57.1 µM]	-11%	0%[57.1 µM]	-1%
Vif-APOBEC3F blk	7%	5%	4%	-11%	5%	3%	·	-8%	2%
Vif-A3G inh	2%	?	4%	0%	1%	5%	0%	2%	0%
RGS4 inhibitor	-5%	-3%	25%	-15%	-15%[11.4 µM]	-10%	4%	-18%	-13%
IDH1 R132H inh	6%	1%	-4%	-4%	3%	-2%	0%	-3%	0%
rTrxR1 inhibitor	-6%	1.3µM*	-7%[57.1 µM]	24%	-2%[57.1 µM]	6%[57.1 µM]	-13%	-4%[57.1 µM]	-2%
ALOX12 inh	0%	0%	?	9%	0%	-18%	455%[activator]	-7%	-14%
USP1 inh	-14%	-12%	-14%	-25%	-8%	-25%	-6%	-21%	-13%
